Screening data: PubChem, NMMLSC
RPL19A-GFP yeast – yeast TOR pathway RPL19A-GFP modulation; S. cerevisiae RPL19A-GFP strain, flow cytometry, 3 h; stronger effect = lower value; percent response vs DMSO, % at 10 µM; AID 2025; actives 0.3% (n = 330,000);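 active = percent response vs DMSO below 50%; inconclusive = fewer than 70 events counted for the yeast strain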;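 note: median channel GFP fluorescence of the barcoded RPL19A-GFP strain; ratio of sample median GFP to plate DMSO average so 100% = DMSO; lower means less RPL19A-GFP as with rapamycin TOR inhibition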
MEP2 TOR yeast – yeast TOR pathway MEP2-GFP modulation | actives 0.51% (n = 330,000) | GFP response vs DMSO, % at 10 µM | S. cerevisiae MEP2-GFP strain, flow cytometry GFP, 3 h; 100% = DMSO control level;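 active = GFP response versus DMSO above a set limit, roughly screen mean plus 3 SD, cut at about 180% in these data; inconclusive = fewer than 70 cells counted for a yeast strain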;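 note: median GFP fluorescence of the barcode-gated MEP2-GFP cells per well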
AGP1-GFP MLPCN – yeast TOR pathway AGP1-GFP modulation; S. cerevisiae AGP1-GFP multiplex flow cytometry, 3 h; GFP as percent of DMSO wells; GFP response vs DMSO, % at 10 µM; actives 0.02% (n = 320,000);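 active = GFP response relative to DMSO above a set limit, near screen average plus 3 SD, cut at about 150% in these data; inconclusive = fewer than 70 cells counted for the yeast strain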;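 note: median GFP channel fluorescence of the gated AGP1 strain per well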
CIT2 TOR yeast – modulators of TOR pathway CIT2-GFP in S. cerevisiae; actives 0.065% (n = 320,000); S. cerevisiae CIT2-GFP strain, flow cytometry, 3 h; 100 means same as DMSO wells; GFP response vs DMSO, % at 10 µM;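 active = GFP response relative to DMSO above a set limit, near the screen mean plus 3 SD, cut at about 150% in these data; inconclusive = Fewer than 70 cells measured for a yeast strain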;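 note: ratio of well median GFP fluorescence to mean of DMSO wells on the plate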
Yeast superoxide – caloric restriction mimetics inhibiting age-related superoxide in yeast | actives 0.18% (n = 330,000) | S. cerevisiae aged cells, superoxide DHE fluorescence; stronger effect = lower value | superoxide response (% of plate mean), % at 10 µM;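 active = superoxide response under a set limit, about three screen SD below normal, cut at about 65% in these data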;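 note: yeast aged for seven days with compound at 30 °C before DHE staining; 100% = average MFI of all compound-treated wells on the plate with controls excluded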
GRK2 aptamer HTS – blocks RNA aptamer binding to human GRK2; P25098; bead flow cytometry, FAM-aptamer displacement from GRK2; inhibition of aptamer binding, % at 10 µM; actives 0.59% (n = 330,000); AID 488847;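 active = inhibition of aptamer binding above 40%, roughly 3 SD of noise, on plates passing a quality check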;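 note: median bead fluorescence of bound FAM aptamer so fluorescent compounds give negative values; no value below 0 was filed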
Target sequence (P25098 whole entry, looked up): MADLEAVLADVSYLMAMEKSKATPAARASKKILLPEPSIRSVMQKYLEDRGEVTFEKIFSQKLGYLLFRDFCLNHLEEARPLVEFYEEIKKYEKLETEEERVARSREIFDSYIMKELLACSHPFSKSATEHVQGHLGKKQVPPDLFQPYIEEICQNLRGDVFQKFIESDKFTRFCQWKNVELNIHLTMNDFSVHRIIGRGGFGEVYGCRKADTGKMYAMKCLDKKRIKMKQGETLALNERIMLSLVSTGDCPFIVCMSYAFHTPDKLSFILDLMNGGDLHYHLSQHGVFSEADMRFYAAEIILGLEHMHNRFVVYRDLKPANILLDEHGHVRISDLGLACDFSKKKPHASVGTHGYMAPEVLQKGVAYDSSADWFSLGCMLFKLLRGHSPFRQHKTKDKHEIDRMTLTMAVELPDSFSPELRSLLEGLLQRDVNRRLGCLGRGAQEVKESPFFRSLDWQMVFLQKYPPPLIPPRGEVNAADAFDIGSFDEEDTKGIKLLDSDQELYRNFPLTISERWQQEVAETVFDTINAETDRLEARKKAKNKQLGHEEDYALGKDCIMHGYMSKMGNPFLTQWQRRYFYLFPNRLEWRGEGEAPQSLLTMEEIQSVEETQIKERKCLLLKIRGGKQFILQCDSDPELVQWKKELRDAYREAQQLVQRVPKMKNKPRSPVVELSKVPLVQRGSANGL
VLA-4 inh – inhibition in a human VLA-4 binding assay; P13612; VLA-4 expressing cells, ligand binding flow cytometry; inhibition, % (about 7 µM as worked out from the volumes in the protocol); actives 0.2% (n = 330,000); in the data active = inhibition above about 50%
LAP4 TOR yeast – alters LAP4-GFP fluorescence in TOR pathway yeast screen | S. cerevisiae LAP4-GFP multiplex, flow cytometry GFP, 3 h; median GFP as percent of DMSO wells | GFP response vs DMSO, % at 10 µM | actives 0.34% (n = 320,000) | AID 2023;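 active = GFP response vs DMSO above a set limit, about the screen mean plus 3 SD, cut at about 150% in these data; inconclusive = under 70 cell events counted for the yeast strain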
The depositor's hits bear a star; u = inconclusive; x = not tested or not shown. An unsorted share of the library; 1.7% or so of the library scored in one or more.

SMILES	GRK2 aptamer HTS	VLA-4 inh	AGP1-GFP MLPCN	LAP4 TOR yeast	CIT2 TOR yeast	RPL19A-GFP yeast	Yeast superoxide	MEP2 TOR yeast
Cc1cc(C)c(OCCN2C(=O)NC(C)(C)C2=O)c(Cl)c1	0	33	105	102	100	100	102	102
O=c1c(Cc2ccccc2O)c(O)nc2n1CCCS2	1	-6	102	101	110	97	76	102
O=S(=O)(Nn1cnnc1)c1ccccc1Cl	0	19	100	90	98	96	108	89
O=C(CSc1nnc(-c2ccccn2)n1Cc1ccccc1)NC1CCCC1	0	9	99	97	82	95	94	105
CCOC(=O)c1cc(S(=O)(=O)N2CCN(C(=O)OCC)CC2)cn1C	1	13	27	86	95	95	96	200*
O=C(CCC(=O)OC(C(=O)c1ccccc1)c1ccccc1)Nc1ccccc1 (stereo unspecified)	0	-2	104	97	119	105	92	108
COc1cc(-c2noc(C)c2C#Cc2ccccn2)cc(OC)c1OC	2	-13	79	129	82	97	107	93
COc1ccc(OC)c(NC(=O)c2cccnc2Sc2cc(C)ccc2C)c1	0	28	89	85	87	100	102	103
Cc1ccc(C)c2nc3sc(C(=O)N4CCOCC4)c(N)c3cc12	5	2	91	104	114	89	119	100
CC(C)Cn1c2c(c(=O)[nH]c1=O)C(C(F)(F)F)(C(F)(F)F)N=C(CCC1CCCCC1)N2	0	-1	92	85	96	100	114	102
O=[N+]([O-])c1ccc(Cl)cc1CNc1ccc(F)c(F)c1	0	15	103	94	104	105	103	108
CCCN1C(=O)NC2(O)C(=O)c3ccccc3C12O (stereo unspecified)	0	-2	95	99	101	94	78	99
COc1cc(NC(=S)NCc2ccco2)c(OC)cc1Cl	1	1	100	97	105	105	88	108
COc1ccccc1CN1CC(C(=O)N(C)Cc2ccc(C)o2)CCC1=O (stereo unspecified)	4	0	112	109	98	105	84	98
CCCc1c2c(cc3c(=O)cc(C(=O)OCC)oc13)CCCC2	2	7	96	99	100	100	107	106

Additional entries
SMILES	GRK2 aptamer HTS	VLA-4 inh	AGP1-GFP MLPCN	LAP4 TOR yeast	CIT2 TOR yeast	RPL19A-GFP yeast	Yeast superoxide	MEP2 TOR yeast
COc1cc(CNCc2ccccc2)ccc1OCC(O)c1ccccc1 (stereo unspecified)	0	14	99	92	97	100	112	103
O=C(OCc1ccccc1F)c1cnc(Cl)c(Cl)c1	0	-9	100	92	97	107	106	107
Cc1cccc(C(C)C)c1NC(=O)CSc1ncnc2[nH]ncc12	2	-9	96	100	120	95	89	112
CC(C)C(=O)Nc1cc(S(=O)(=O)Nc2cccc(Cl)c2)ccc1Cl	2	-1	102	95	102	105	107	104
CCOc1ccc(-c2c(C(=O)N/N=C/c3ccc(O)cc3)nnn2-c2nonc2N)cc1	1	12	99	98	100	100	98	101
COC(=O)c1[nH]c(C)c(/C(O)=C2\C(=O)C(=O)N(CCN(C)C)C2c2cccs2)c1C (stereo unspecified)	1	5	103	94	109	97	98	96
CC(=O)Nc1ccc(C(=O)OCC(=O)Nc2ccccc2Sc2ccccc2)cc1	3	-19	95	98	104	98	117	94
C=CCOCCN(CCOCC=C)C1=NS(=O)(=O)c2ccccc21	0	-4	88	83	94	93	99	92
Cc1ccc(C(=O)NCCCNC(=O)c2ccco2)cn1	2	-10	106	93	117	107	73	106
CCn1cc(S(=O)(=O)CC(=O)NC2CCCCC2)c2ccccc21	0	34	105	108	93	101	100	104
O=C(COc1nnnc2ccccc12)N1CCCc2ccccc21	0	-2	104	109	99	99	105	103
CCCCC(=O)NC(c1ccccc1OC)c1ccc2cccnc2c1O (stereo unspecified)	0	-7	104	96	108	99	87	99
COc1ccc(CCNC(=O)c2cc(S(=O)(=O)N3CCCC3)cn2C)cc1OC	4	24	97	97	99	101	82	105
O=C(Nc1ccc(S(=O)(=O)Nc2cnc3ccccc3n2)cc1)c1ccc([N+](=O)[O-])cc1Cl	12	-18	99	86	111	103	110	97
COc1ccc(/C(C)=N/NC(=O)c2ccc(CSc3nncn3C)cc2)cc1	0	4	101	98	105	104	95	103

Looked up above.
For GRK2 aptamer HTS, COc1ccc(/C(C)=N/NC(=O)c2ccc(CSc3nncn3C)cc2)cc1 has the entry 0
For Yeast superoxide, O=C(COc1nnnc2ccccc12)N1CCCc2ccccc21 has the entry 105

New compounds follow:
SMILES	GRK2 aptamer HTS	VLA-4 inh	AGP1-GFP MLPCN	LAP4 TOR yeast	CIT2 TOR yeast	RPL19A-GFP yeast	Yeast superoxide	MEP2 TOR yeast
Cc1cc2cc(CNC(=S)NC3CCCCC3)ccc2n1C	26	0	102	118	85	100	97	102
CCCCCCC(=O)N/N=C1\CCCc2ccccc21	1	1	99	90	100	99	104	99
O=S(=O)(Nc1ccc(Cl)cn1)c1cnc(Cl)c(Br)c1	1	0	103	100	100	96	93	96
Cc1cccc(NC(=O)/C(C#N)=C/c2ccc(Cl)cc2)n1	2	4	89	110	84	86	94	98
C[C@@H]1CN([C@@H](C)CO)C(=O)c2cc(NC(=O)C3CC3)ccc2O[C@H]1CN(C)C	0	8	98	108	96	96	90	95
COc1ccc(C(=O)CC(=O)c2ccccc2O)cc1	0	4	97	85	106	107	104	105
CC(C)CC(NS(=O)(=O)c1ccc2c(c1)oc(=O)n2C)C(=O)NC1CCCc2ccccc21 (stereo unspecified)	0	4	98	110	99	101	108	99
O=S(=O)(Nc1ccc(-c2ccc3nncn3n2)cc1)c1ccc(Cl)s1	0	19	97	96	95	95	96	98
CCN1C(=O)c2ccccc2S(=O)c2ccc(C(=O)NCc3ccc(OC)cc3)cc21 (stereo unspecified)	1	-11	81	u	93	82	96	93
Cc1ccc(CNC(=O)C2CCCCN2S(=O)(=O)c2ccccc2)cc1 (stereo unspecified)	1	55*	97	95	98	105	103	104
CN(C)c1ccc(NC(=O)Cc2ccccc2)c2ccccc12	0	9	102	109	97	97	91	102
Cc1ccc(NC(=O)CSc2nnc(-c3n[nH]c4ccccc34)n2-c2ccccc2)c(C)c1	0	13	101	96	98	102	98	103
Cc1cccn2c(CN3CCSCC3)c(C(=O)N3CCOCC3)nc12	3	3	101	108	103	95	100	100
N#C/C(=C(/O)CN1C(=O)c2ccccc2C1=O)c1nc2ccccc2[nH]1	1	-1	99	97	97	94	97	96
Cc1ccnc(SCC(=O)c2cccc([N+](=O)[O-])c2)n1	1	-15	96	102	91	105	99	100

The results go on.
SMILES	GRK2 aptamer HTS	VLA-4 inh	AGP1-GFP MLPCN	LAP4 TOR yeast	CIT2 TOR yeast	RPL19A-GFP yeast	Yeast superoxide	MEP2 TOR yeast
Cc1ccnc(NC(=O)c2cccc(NC(=O)c3ccccc3C)c2)c1	0	9	101	93	104	103	104	111
N#C/C(=C\c1cccnc1)C(=O)Nc1ccccc1[N+](=O)[O-]	0	0	100	83	100	102	121	95
O=S(=O)(c1ccc(-c2ccon2)s1)N1CCN(c2ccncc2)CC1	2	-16	107	106	105	95	103	96
Cc1nc(COC(=O)c2ccc(S(=O)(=O)N3CCCC3)cc2)cs1	3	15	106	121	110	107	105	108
Cc1cc(C(F)(F)F)nc(SCC(=O)Nc2cc(C)on2)n1	0	-4	106	107	97	101	107	105
CCC(=O)N1CCN=C1SCc1ccc(F)cc1	0	10	100	108	102	99	89	113
O=S(=O)(/N=C/c1c(O)ccc2ccccc12)c1cccs1	2	-3	94	83	100	98	96	97
O=C1SC(c2ccccc2)=N/C1=C/c1ccco1	1	7	99	97	95	99	91	105
CCN(C[C@H]1N[C@@](C)(C(=O)OC)[C@H]2C(=O)N(Cc3ccccc3)C(=O)[C@@H]12)C(=O)Nc1ccc(OC)cc1	0	-10	97	96	98	94	101	91
O=C(NCCCN1CCN(c2ccccc2F)CC1)C1CCN(S(=O)(=O)N2CCOCC2)CC1	3	11	94	92	95	93	106	95
Cc1nnn(C23CC4CC(CC(CC(=O)Nc5cccc(F)c5)(C4)C2)C3)n1	0	7	107	109	102	100	93	104
Oc1ccc(N2CCN(c3nc(-c4cccs4)nc4ccccc34)CC2)cc1	0	9	98	114	90	93	88	99
O=C(c1cnn2c(C(F)F)cc(-c3ccccc3)nc12)N1CCCCC1c1cccnc1 (stereo unspecified)	0	-4	105	99	107	100	83	94
COc1cc(OC)cc(-c2c(-c3cccs3)c3cc(-c4ccc(C(N)=O)cc4)ccc3n2C)c1	0	0	115	110	110	106	96	105
O=C(COC(=O)c1cc(=O)[nH]c2ccccc12)c1ccc(Br)cc1	1	-1	101	103	106	104	92	103

Next part
SMILES	GRK2 aptamer HTS	VLA-4 inh	AGP1-GFP MLPCN	LAP4 TOR yeast	CIT2 TOR yeast	RPL19A-GFP yeast	Yeast superoxide	MEP2 TOR yeast
O=C(N/N=C/c1ccc2c(c1)OCO2)c1ccc(NC(=O)c2ccccc2Cl)cc1	0	7	97	103	103	101	125	101
COc1ccc(N2C(=O)C(CC(=O)Nc3ccc(F)cc3)N(CCc3ccc(OC)c(OC)c3)C2=O)cc1 (stereo unspecified)	0	0	113	106	109	115	82	107
COc1ccc(CCNC(=O)CSc2nnc(-c3cccc(C)c3)o2)cc1OC	0	0	108	104	106	104	82	106
CCOC(=O)CN1NC2(CCCCC2)NC1=S	0	4	99	87	x	106	104	98
CCNc1nc(NC(C)(C)C)nc(N2CCCCC2)n1	3	23	97	102	97	99	113	100
COc1ccc(-c2nc(CN3CCN(C(=O)c4ccco4)CC3)c(C)o2)c(OC)c1C	0	7	104	89	101	106	115	102
COc1cccc(CNC(=O)C2CCCN(S(=O)(=O)c3c(C)[nH]c(=O)[nH]c3=O)C2)c1 (stereo unspecified)	3	-4	82	77	83	115	106	93
CC(Oc1ccc2ccc(=O)oc2c1)C(=O)NC(Cc1c[nH]c2ccc(O)cc12)C(=O)O (stereo unspecified)	6	-10	103	105	102	97	83	90
Nc1ccc(C(=O)Nc2ccc3nc(-c4ccncc4)[nH]c3c2)cc1	0	1	86	84	87	98	103	88
COc1ccc(Cl)cc1NC(=O)CN(C)CC(=O)Nc1c(C)n(C)n(-c2ccccc2)c1=O	2	-5	92	95	93	92	101	94
Cc1ccc2oc(=O)c(/C=C(\O)CC(C)C)nc2c1	1	3	103	94	104	105	96	103
CC1CCCCC1NC(=O)C1CCN(S(=O)(=O)c2cccc3nonc23)CC1 (stereo unspecified)	1	-5	93	94	96	100	104	104
CSc1ncccc1C(=O)NCC(c1ccco1)N1CCCCC1 (stereo unspecified)	0	-3	84	91	85	103	96	95
C[C@@H]1CN([C@H](C)CO)C(=O)Cc2cc(NC(=O)CCC(F)(F)F)ccc2O[C@@H]1CN(C)C(=O)NC1CCCCC1	23	-12	101	94	101	98	85	99
COc1cc(/C=C2/C(=O)NN(c3ccc(Cl)cc3)C2=O)cc(OC)c1O	4	-7	113	x	115	105	99	117

Other compounds.
SMILES	GRK2 aptamer HTS	VLA-4 inh	AGP1-GFP MLPCN	LAP4 TOR yeast	CIT2 TOR yeast	RPL19A-GFP yeast	Yeast superoxide	MEP2 TOR yeast
COc1ccccc1-c1ccc(=O)n(CC(=O)NCC2CCCO2)n1 (stereo unspecified)	3	3	109	107	105	97	88	100
CCCCc1c(O)nc(SCC(=O)Nc2ccc(C)cc2)n(-c2ccc(OC)cc2)c1=O	1	8	101	92	110	97	99	95
Cc1ccc(-c2cc(C(F)F)n3ncc(C(=O)N4CCCCC4c4cccnc4)c3n2)cc1 (stereo unspecified)	0	0	98	105	93	92	113	95
O=C(CSc1ccccc1)NC(=O)NCc1ccccc1	16	5	104	104	96	99	101	98
CCC(OC(=O)c1ccco1)C(=O)NC1CCCC1 (stereo unspecified)	0	-4	99	101	95	101	91	103
COc1ccccc1NC(=S)NNC(=S)Nc1ccc(OC(F)F)cc1	0	18	98	89	96	98	93	99
CCN(CC)CCN1C(=O)C(=O)/C(=C(/O)c2ccc(C)cc2)C1c1cccnc1 (stereo unspecified)	0	-6	98	104	94	95	105	98
